# Thrombin inh = inhibitors of human thrombin. P00734. alpha-thrombin, Boc-VPR-AMC fluorogenic substrate cleavage. inhibition, % at 5 µM. hit rate 0.26% among 220,000;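 active = inhibition at or above 40%; inactive = inhibition below 40%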;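 also: 0% = enzyme with no compound and 100% = wells without enzyme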
#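 Test system: human alpha-thrombin; medium: pH 7.5 Tris-saline with Tween 20; times: reaction at room temperature; signal: AMC fluorescence at 355 nm excitation and 460 nm emission; also added: Boc-VPR-AMC substrate, 15 µM final; dosing: one concentration per compound, 5 µM, with 0.2% DMSO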
# EBV gp42 inh = inhibitors of Epstein-Barr virus glycoprotein 42. hit rate 0.42% among 220,000. Fluorescence polarization binding assay, mP read-out. AID 1085. inhibition, % (tested at 21.74 µM). Q1HVG2; in the data active = inhibition above about 50%
# 14-3-3 Bad inh = disrupts binding of bovine 14-3-3 zeta to phospho-Bad peptide; hit rate 0.71% among 220,000; TR-FRET 14-3-3zeta/Dy647-pBad peptide displacement, 1 h; inhibition, % at 21.7 µM;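 active = inhibition above about 70%, limit read from the data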;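 also: 0% = full 14-3-3 plus peptide FRET controls and 100% = background without 14-3-3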
# p47phox inh = p47phox (human) inhibition. inhibition, % at 24.7 µM. p47phox/p22phox peptide binding, fluorescence polarization, 2 h. hit rate 0.53% among 220,000. P14598;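 also: 0% = p47phox with labelled peptide and 100% = labelled peptide alone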
# KCC2 mod = modulates chloride dependent transport by human KCC2. Q9H2X9. KCC2 cells, thallium flux FluoZin-2 fluorescence. B-score of Tl+ flux slope (higher = more flux/activation; lower = inhibition) at 10 µM. hit rate 2.2% among 190,000;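 active = thallium flux slope and its plate-corrected score both differing from the plate sample mean at a set confidence after two filtering rounds, in either direction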;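 also: slope of fluorescence scaled to starting intensity during 10 to 20 s after thallium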
# KLK5 inh = blocks human kallikrein 5 protease activity; Q9Y337; recombinant hK5, fluorogenic AMC substrate cleavage; inhibition, % at 5 µM; hit rate 0.59% among 210,000; AID 873;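 active = inhibition of 40% or more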;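 also: 0% = enzyme controls without compound and 100% = no-enzyme blanks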
# Furin inh = blocks human furin protease activity. hit rate 0.061% among 220,000. purified furin, fluorogenic substrate cleavage. inhibition, % at 30 µM. P09958; in the data active = inhibition above about 25%; also: inactives centre near -15
# Rad51 HR inh = blocks human Rad51 in homologous recombination. Q06609. hRad51 DNA strand exchange, fluorescence dequenching. inhibition, % at 10 µM. hit rate 0.085% among 200,000. AID 1385;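 active = inhibition above 40% at the single screening dose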;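 also: 0% = DMSO control wells and 100% = blanks with heterologous ssDNA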
#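 System: human Rad51 nucleoprotein filaments preassembled on unlabelled ssDNA. Reagent: labelled 47-mer dsDNA for strand exchange. Schedule: 30-min compound preincubation and 15-min exchange, both room temperature. Measured by: FRET fluorescence dequenching, excitation 485 nm, emission 520 nm. Read-out: Fluorescence-based percent inhibition, control- and blank-normalised. Benchmarks: plate controls and plate blanks.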
# eIF4E-4G inh = blocks eIF4E binding to eIF4G; TR-FRET eIF4E-eIF4GI(517-606) binding, 2 h; hit rate 0.37% among 220,000; inhibition, % at 21.7 µM;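 also: 0% = full FRET control wells and 100% = background wells lacking eIF4GI fragment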
# Target sequence (P63073 whole entry, looked up, the tested form may be a part): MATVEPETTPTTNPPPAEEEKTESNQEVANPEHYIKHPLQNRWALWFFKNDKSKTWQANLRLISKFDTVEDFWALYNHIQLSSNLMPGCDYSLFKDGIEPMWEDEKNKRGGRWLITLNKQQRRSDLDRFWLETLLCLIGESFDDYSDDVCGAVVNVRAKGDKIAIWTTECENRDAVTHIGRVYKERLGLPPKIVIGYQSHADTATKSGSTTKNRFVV
# Target sequence (Q04637 whole entry, looked up, the tested form may be a part): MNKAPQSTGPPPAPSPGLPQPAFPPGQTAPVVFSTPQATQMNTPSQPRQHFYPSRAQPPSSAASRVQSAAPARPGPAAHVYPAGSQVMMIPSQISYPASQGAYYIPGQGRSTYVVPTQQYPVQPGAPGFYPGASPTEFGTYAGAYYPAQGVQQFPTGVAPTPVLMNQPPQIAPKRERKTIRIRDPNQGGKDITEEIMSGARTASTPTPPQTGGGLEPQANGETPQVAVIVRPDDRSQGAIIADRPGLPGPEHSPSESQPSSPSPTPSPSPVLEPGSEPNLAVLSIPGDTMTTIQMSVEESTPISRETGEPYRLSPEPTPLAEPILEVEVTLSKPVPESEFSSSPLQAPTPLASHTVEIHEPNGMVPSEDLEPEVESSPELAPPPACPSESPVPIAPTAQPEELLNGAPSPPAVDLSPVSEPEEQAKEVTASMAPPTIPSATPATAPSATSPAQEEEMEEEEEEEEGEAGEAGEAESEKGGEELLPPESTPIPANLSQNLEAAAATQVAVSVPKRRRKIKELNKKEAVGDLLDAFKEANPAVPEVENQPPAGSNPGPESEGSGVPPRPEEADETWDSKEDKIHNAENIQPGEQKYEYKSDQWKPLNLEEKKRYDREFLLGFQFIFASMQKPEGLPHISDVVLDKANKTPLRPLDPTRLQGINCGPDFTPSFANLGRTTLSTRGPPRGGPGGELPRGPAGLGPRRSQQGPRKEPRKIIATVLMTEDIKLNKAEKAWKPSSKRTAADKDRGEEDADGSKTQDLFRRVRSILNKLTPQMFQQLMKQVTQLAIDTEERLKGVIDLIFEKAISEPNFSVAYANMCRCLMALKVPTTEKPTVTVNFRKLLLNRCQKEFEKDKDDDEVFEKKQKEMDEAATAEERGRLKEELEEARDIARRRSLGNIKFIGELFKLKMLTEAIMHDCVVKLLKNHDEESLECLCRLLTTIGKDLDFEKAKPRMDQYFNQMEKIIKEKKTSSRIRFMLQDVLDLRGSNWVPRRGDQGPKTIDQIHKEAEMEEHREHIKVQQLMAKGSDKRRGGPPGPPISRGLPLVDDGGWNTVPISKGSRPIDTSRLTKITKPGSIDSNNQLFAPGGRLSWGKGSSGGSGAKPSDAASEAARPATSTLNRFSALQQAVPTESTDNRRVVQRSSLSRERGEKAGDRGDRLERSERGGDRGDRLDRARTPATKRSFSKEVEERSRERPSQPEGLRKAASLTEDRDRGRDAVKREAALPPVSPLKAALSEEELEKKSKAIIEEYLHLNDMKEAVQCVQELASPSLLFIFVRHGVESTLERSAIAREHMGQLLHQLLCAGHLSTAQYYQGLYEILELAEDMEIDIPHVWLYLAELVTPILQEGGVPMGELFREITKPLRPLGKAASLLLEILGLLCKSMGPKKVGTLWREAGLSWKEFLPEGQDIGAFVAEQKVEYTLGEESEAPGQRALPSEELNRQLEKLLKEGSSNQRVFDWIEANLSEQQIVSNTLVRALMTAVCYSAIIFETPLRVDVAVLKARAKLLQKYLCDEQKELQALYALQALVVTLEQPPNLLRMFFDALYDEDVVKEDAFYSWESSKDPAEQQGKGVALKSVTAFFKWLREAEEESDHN
# Numbers without * were called inactive; . = no result given; [ ] = another dose, or the depositor's remark.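 The calls were made as follows, unless noted: active = inhibition above about 30% (limit read from the data); inactive = the rest.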 The order is random; 4.7% or so of the library scored in one or more.
# The line under a structure holds: Rad51 HR inh	KCC2 mod	p47phox inh	14-3-3 Bad inh	eIF4E-4G inh	KLK5 inh	Furin inh	EBV gp42 inh	Thrombin inh
- O=S(=O)(Nc1ccc(-c2cnco2)cc1)c1ccccc1
→ -8	0.58	-11	-1	0	3	-28	-8	-3
- O=C(/C=C/c1ccc(F)cc1)c1ccccc1Br
→ -1	-2.9	-33	-4	3	-9	-20	-7	-4
- CC(=O)NCC1COc2ccccc2O1 (stereo unspecified)
→ 27	.	-6	0	-1	2	-31	-18	4
- COc1ccc(/C(N)=N/OC(=O)Cc2ccccc2)cc1
→ 3	-0.17	-15	-2[fluorescence artefact?]	21	-10	-23	-15	-3
- O=C(COc1ccccc1)Nc1ccc2c(c1)nc1n2CCOC1
→ -1	0.13	-21	-4[fluorescence artefact?]	-3	-13	-20	-21	-4
- CCO[C@H]1OC(C(=O)NCc2ccccc2)=C[C@@H](C2CC2)[C@@H]1CCCO
→ -7	-0.54	-4	-2	-1	3	-1	-5	-3
- Cn1cc(/C=N/Nc2ccccc2)c2ccccc21
→ -2	0.2	-7	-2	1	-3	-13	9	-8
- CCOC(=O)c1cnc(SCC(=O)Nc2nc(C)c(C)s2)nc1N
→ -3	.	2	3	-25	-15	-7	-16	1
- COc1ccc(-c2csc(NC(=O)C3COc4ccccc4O3)n2)cc1OC (stereo unspecified)
→ 3	-1.4	-14	5	-1	1	-20	-12	1
- O=C(NC(=S)N1CCCCCC1)c1ccccc1Cl
→ 31	23*	-5	-22	3	-5	-27	-15	-3
- CCn1cc(C2C(C(=O)Nc3cc(C)ccn3)=C(C)NC3=C2C(=O)CC(C)(C)C3)c(C)n1 (stereo unspecified)
→ 9	0.68	-7	1[fluorescence artefact?]	23	-14	-21	2	-7
- Cc1c(-c2c(C#N)c(N)nc3c2CCCCCC3)cnn1C
→ -5	-0.4	-7	-7	-3	-18	-7[20 µM]	-9	-2
- N#CC1(C#N)[C@@H](C(=O)C23CC4CC(CC(C4)C2)C3)C12CCOCC2
→ 4	-0.13	-11	-28[fluorescence artefact?]	-3[fluorescence artefact?]	-26	-8	-11	-11
- CC/C(Cc1ccccc1)=N\NC(=O)c1cc(C)oc1C
→ -2	-0.16	-5	-5	0	-8	-20	-7	-9
- COc1ccc(NC(=O)NC(C)C2CC3CCC2C3)cc1 (stereo unspecified)
→ -27	-0.42	-3	-11	0	.	-21	-15	-2

# Part of the list above, as tab-separated lines:
structure	Rad51 HR inh	KCC2 mod	p47phox inh	14-3-3 Bad inh	eIF4E-4G inh	KLK5 inh	Furin inh	EBV gp42 inh	Thrombin inh
CC(=O)NCC1COc2ccccc2O1 (stereo unspecified)	27	.	-6	0	-1	2	-31	-18	4
COc1ccc(/C(N)=N/OC(=O)Cc2ccccc2)cc1	3	-0.17	-15	-2[fluorescence artefact?]	21	-10	-23	-15	-3
O=C(COc1ccccc1)Nc1ccc2c(c1)nc1n2CCOC1	-1	0.13	-21	-4[fluorescence artefact?]	-3	-13	-20	-21	-4
CCO[C@H]1OC(C(=O)NCc2ccccc2)=C[C@@H](C2CC2)[C@@H]1CCCO	-7	-0.54	-4	-2	-1	3	-1	-5	-3
Cn1cc(/C=N/Nc2ccccc2)c2ccccc21	-2	0.2	-7	-2	1	-3	-13	9	-8
CCOC(=O)c1cnc(SCC(=O)Nc2nc(C)c(C)s2)nc1N	-3	.	2	3	-25	-15	-7	-16	1
COc1ccc(-c2csc(NC(=O)C3COc4ccccc4O3)n2)cc1OC (stereo unspecified)	3	-1.4	-14	5	-1	1	-20	-12	1
O=C(NC(=S)N1CCCCCC1)c1ccccc1Cl	31	23*	-5	-22	3	-5	-27	-15	-3
CCn1cc(C2C(C(=O)Nc3cc(C)ccn3)=C(C)NC3=C2C(=O)CC(C)(C)C3)c(C)n1 (stereo unspecified)	9	0.68	-7	1[fluorescence artefact?]	23	-14	-21	2	-7
Cc1c(-c2c(C#N)c(N)nc3c2CCCCCC3)cnn1C	-5	-0.4	-7	-7	-3	-18	-7[20 µM]	-9	-2
N#CC1(C#N)[C@@H](C(=O)C23CC4CC(CC(C4)C2)C3)C12CCOCC2	4	-0.13	-11	-28[fluorescence artefact?]	-3[fluorescence artefact?]	-26	-8	-11	-11
CC/C(Cc1ccccc1)=N\NC(=O)c1cc(C)oc1C	-2	-0.16	-5	-5	0	-8	-20	-7	-9

# Later entries:
# The line under a structure holds: Rad51 HR inh	KCC2 mod	p47phox inh	14-3-3 Bad inh	eIF4E-4G inh	KLK5 inh	Furin inh	EBV gp42 inh	Thrombin inh
- CN(C)CCN1C(=O)C(=O)/C(=C(/O)c2ccc(F)cc2)C1c1ccccc1 (stereo unspecified)
→ 5	0.92	-15	-1	1	3	0	-25	-12
- Cc1ccc(/C=N/NC(=O)Cn2nccc2C)o1
→ 3	0.43	-13	-4[fluorescence artefact?]	-2	-14	-13[20 µM]	-23	1
- CCCOc1ccc(/C=C/C(=O)NCc2ccccc2)cc1
→ .	-0.71	-8	-11	-1	-10	-25	0	-7
- CC(C)COP(=O)(c1ccc(N(C)C)cc1)C(O)c1ccccn1 (stereo unspecified)
→ -10	-0.31	5	-12	2[fluorescence artefact?]	1	-17	10	-1
- O=C(COC(=O)c1cc(-c2cccs2)nn1-c1ccccc1)Nc1ccc(Cl)c([N+](=O)[O-])c1
→ -4	0.32	-22	-3	6	4	-8	-30	-5
- Cc1ccc(OC(C)C(=O)Nc2ccc(C)c(S(=O)(=O)Nc3ccc(C)cc3C)c2)cc1 (stereo unspecified)
→ 0	-0.41	-13	-4[fluorescence artefact?]	5	-11	-9	-8	-3
- N/C(=N\OC(=O)CCCCCN1C(=O)c2ccccc2C1=O)c1ccccn1
→ .	0.12	11	-6	0	.	-6	-3	2
- O=S(=O)(/C(=C/c1ccc(C(F)(F)F)cc1)c1nc2ccccc2[nH]1)c1ccccc1
→ 0	-0.057	-7	-1	0	-14	-18	-1	-2
- O=C(O)CC/C(=N/Nc1ncc(C(F)(F)F)cc1Cl)C(=O)O
→ 2	-0.28	1	-6	2	5	1	-6	17
- Cc1ccc(C)c2nc(SCC(=O)Nc3ccc4c(c3)OCO4)c(C#N)cc12
→ 26	.	-13	-5	-2	2	-29	-17	5
- COCCCN=Cc1c(C)[nH]n(-c2ccc(Br)cc2Br)c1=O
→ 36	0.72	-17	-9	-3	-9	-4	-3	7
- Clc1cccc(Cl)c1C1=NOC(c2nnc(-c3ccccc3)o2)C1 (stereo unspecified)
→ -10	-0.17	8	5	8	1	-12	-11	-2
- O=C(O)c1cc(N=Nc2c(O)ccc3ccccc23)cc(C(=O)O)c1
→ 4	-0.26	-182	6	2	-1	10	-26	-3
- Cc1cccc(NS(=O)(=O)c2ccc(C)c(C(=O)OCC(=O)Nc3cc(C)on3)c2)c1
→ -6	-0.51	-24	0	-1	-13	-6[20 µM]	-8	-3
- Nc1nc2n(n1)C(c1ccccc1)CC(c1ccc(F)cc1)N2 (stereo unspecified)
→ 4	-0.24	7	2	3	-14	-19	-7	-7
- COc1ccc(-c2nnc(SCC(=O)Nc3cc(C)on3)n2N)cc1OC
→ 3	0.91	-2	-7[fluorescence artefact?]	7[fluorescence artefact?]	-5	-13	-21	1
- O=C(NCc1ccccc1)c1cccc(OCC(=O)N2CCN(C(=O)c3ccco3)CC2)c1
→ -9	-0.094	-5	47	-3	-16	-12	2	-9
- CC(C)(C)c1n[nH]c(=S)n(N)c1=O
→ -3	.	-6	-5	1	-6	-24	1	1
- COc1ccc2c(CC(=O)N3CCN(S(=O)(=O)c4cccs4)CC3)coc2c1
→ 0	-2	-6	0[fluorescence artefact?]	-11[fluorescence artefact?]	20	-31	-8	22
- CC(CCc1ccccc1)NC(=O)c1cccs1 (stereo unspecified)
→ -3	.	-14	-9	1	-14	-22	-13	1
- Cn1ncc2c(Nc3cccc(Cl)c3)nc(Nc3cccc(Cl)c3)nc21
→ 6	0.99	-27	-8	0	-2	-8	6	-4
- C=CCn1c(CNC(=O)c2ccco2)nnc1SCC(=O)N1c2ccccc2Sc2ccccc21
→ 8	-2.1	-9	-3	-4	-1	-10[20 µM]	6	3
- Cc1cccc2cc(CN(C(=O)c3cccc([N+](=O)[O-])c3)C(C)C)c(=O)[nH]c12
→ .	0.81	-15	4	2	1	-8	-3	1
- Cc1cc(C)c(NC(=O)/C=C\C(=O)O)c(Cl)c1
→ 8	-0.14	-11	-7	12[fluorescence artefact?]	-13	-25	-6	-2
- O=C1CC(/C=C/c2cccnc2)=Nc2ccccc2N1
→ -2	0.17	-4	-4	-2	5	-17	-11	0
- N#CCOC(=O)/C=C/c1ccc2c(c1)OCO2
→ 6	0.96	-5	-6	6	-3	-7	1	-3
- COc1ccc(NC(=O)CSc2nccn2-c2ccccc2)cc1
→ 0	0.51	-4	4[fluorescence artefact?]	-5[fluorescence artefact?]	-4	-16[20 µM]	-14	3
- COc1ccc(C2/C=C\CN(C(=O)Nc3ccc(C(F)(F)F)cc3)CC(=O)N2Cc2ccc(F)cc2)cc1 (stereo unspecified)
→ 4	-0.08	-17	-3	1	3	-38	-19	1
- COc1ccc(-c2nc(CN3CCCCC3c3nccn3C)c(C)o2)c(C)c1C (stereo unspecified)
→ 3	0.44	-10	-11	0	-4	-15	-4	-15

# Screens deposited in PubChem BioAssay by several laboratories.
